Compound activity from PubChem BioAssay.
ATXN viability: viability counter-screen for ATXN expression inhibitors. S2 cells (HEK-293 line with an ATXN2-luciferase reporter) viability, CellTiter-Fluor protease fluorescence, 24 h. Potency, µM (top dose mostly 56.7 µM), hits mostly cytotoxic. 400,000 tested, 0.49% active. AID 651635; note: potency is the fitted concentration of half-maximal effect; nearly all actives have a fitted effect of over 40% in size
MCF10A rerep: DNA re-replication induction in MCF 10a cells; Potency, µM (doses to about 46.1 µM), without a hit: at the top dose activity, positive = re-replication, most hits filed as activators; MCF 10A DNA re-replication, Hoechst nuclear intensity, 48 h; 350,000 tested, 2.9% active; AID 624296; note: potency is the fitted concentration of half-maximal effect; % of control where 0% means no effect; nearly all actives have a fitted effect of over 50% in size
IL-1B inflam inh: inhibitors of inflammasome signaling (IL-1 beta secretion); THP-1 LPS/ATP IL-1B secretion, AlphaLISA, 16 h; stronger effect = lower value; 360,000 tested, 4.7% active; activity change, % at 57.5 µM; in the data active = activity change below about -50%; inconclusive = mostly about -30% to -49%; note: % is set by controls: 0 for no effect and ±100 for the full control effect
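THP-1 cells pretreated 1 hr with compounds (up to 57.5 uM final), then stimulated with LPS (250 ng/mL final) plus ATP (1.25 mM final); secreted IL-1B measured by AlphaLISA after 16 hr, decreased signal indicating inhibition.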
ATXN2 expr inh: reduces ATXN2 reporter expression in HEK-293 cells. HEK-293 ATXN2-luciferase reporter, luminescence, 24 h. Potency, µM (series often up to 57 µM), for inactives: at the top dose activity change, negative = inhibition, hits mostly inhibitors. 360,000 tested, 0.72% active; note: potency is the fitted concentration of half-maximal effect; % is set by controls: 0 for no effect and ±100 for the full control effect; nearly all actives have a fitted effect of over 55% in size
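qHTS (up to 57 uM final) was run with 24 h compound exposure of reporter cells at 37 °C. Each well was multiplexed: SteadyGlo luminescence measured ATXN2-luciferase expression after a fluorogenic Gly-Phe-AFC viability readout (25 uM final).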
Nrf2 inh: blocks Nrf2 signaling. Potency, µM (top dose mostly 46 µM), inactives show top-dose activity change, negative = inhibition, usual class: inhibitors. A549 ARE-Fluc reporter, luciferase luminescence, 18-24 h. 360,000 tested, 2.1% active; note: potency is the fitted concentration of half-maximal effect; % is set by controls: 0 for no effect and ±100 for the full control effect; nearly all actives have a fitted effect of over 60% in size
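Quantitative HTS in A549 cells stably bearing an antioxidant response element-firefly luciferase construct. Inhibition of Nrf2-driven transcription was scored by luminescence after 18-24 h of compound exposure at 37 °C.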
A549 viability: A549 cytotoxicity, counter-screen for Nrf2 inhibitors; A549 ARE-Fluc cells, CellTiter-Fluor viability, 18-24 h; Potency, µM (series often up to 46 µM), for inactives: top-dose activity change, negative = cytotoxicity, most hits filed as inhibitors; 390,000 tested, 0.16% active; note: potency is the fitted concentration of half-maximal effect; % is set by controls: 0 for no effect and ±100 for the full control effect
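A549 ARE-Fluc cells in 5% FBS OPTI-MEM, 5000 cells/well, rested 2 h then exposed to compounds in concentration-response for 18-24 h at 37 °C. Viability by CellTiter-Fluor fluorescence (Ex 405/Em 525) after 30 min; luciferase luminescence (BugLite, 15 min, RT) read afterwards.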
TGFb inhibitor: blocks TGF-b signaling. HepG2 CAGA-GFP TGF-b/SMAD3 reporter, GFP fluorescence, 18 h; TGF-beta stimulated, 500 pg/mL final. Potency, µM (highest dose often 46.1 µM), without a hit: at the top dose activity, negative = inhibition, usual class: inhibitors. 410,000 tested, 1.2% active. AID 588855; note: potency is the fitted concentration of half-maximal effect; % is set by controls: 0 for no effect and ±100 for the full control effect; nearly all actives have a fitted effect of over 65% in size
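GFP signal (ex488/em500-530) from TGF-beta-stimulated HEPG2 CAGA-GFP cells, 500 pg/mL final, 18 h at 37 degrees C in DMEM plus 1% FBS, normalized to unstimulated and DMSO-stimulated controls.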
HepG2 tox: kills HepG2 cells in TGF-b inhibitor counter-screen | HepG2 CAGA-GFP viability, ATP luminescence, 18 h | Potency, µM (top dose mostly 46.1 µM), for the others: at the top dose activity change, negative = cytotoxicity, usual class: cytotoxic | 410,000 tested, 0.76% active | AID 588856; note: potency is the fitted concentration of half-maximal effect; some results filed as inactive show a strong effect at the top dose
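CellTiter-Glo luminescence gave cytotoxicity after 18 hours at 37 degrees C. The cells were HepG2 CAGA-GFP in 1% FBS DMEM, stimulated with 500 pg/mL TGF-beta after compound addition. %Activity was normalised to no-cell wells (complete cell-killing) and DMSO (no toxicity), and curves were fitted and classified.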
Nrf2 activator: Nrf2 pathway activation | Potency, µM (titrated, usually from 46.1 µM), without a hit: at the highest dose activation, most hits filed as activators | 410,000 tested, 0.31% active | AREc32 ARE-luciferase reporter (MCF7-derived line), luminescence, 24 h; note: potency is the fitted concentration of half-maximal effect; % of control where 0% means no effect; nearly all actives have a fitted effect of over 65% in size
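Cells of the AREc32 ARE-luciferase line are plated in OPTI-MEM containing 5% FBS and left overnight at 37 deg C. Compounds are pinned in, incubation continues 24 hr, and firefly luciferase signal is then measured.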
Numbers without * were called inactive; i = inactive; ? = inconclusive; . = no result given; [ ] = another dose, or the depositor's remark. Unless noted, calls come from the whole dose curve; as a rule, active = well fitted curve in the direction sought with a large enough effect; inconclusive = small, poorly fitted or top-dose-only effect, or another doubt; inactive = no such curve, though single readings can be large; an effect the other way counts as inactive or inconclusive.

Structure | ATXN viability | MCF10A rerep | IL-1B inflam inh | ATXN2 expr inh | Nrf2 inh | A549 viability | TGFb inhibitor | HepG2 tox | Nrf2 activator
Cc1ccc2nsnc2c1NC(=O)c1cccnc1Cl | i | -22.8% | 0.0 | -28.0% | 2.1% | 0.1% | -9.2% | -22.2% | 5.3%
O=C(c1ccc([N+](=O)[O-])s1)N1CCN(c2ncccn2)CC1 | i | . | 14.5 | . | . | . | -0.2% | -24.6% | -0.1%
CCOc1ccc(NC(=O)N2CCN(C(=O)c3ccco3)CC2)cc1 | i | -0.2% | i | -1.7% | 6.7% | -1.4% | -8.3% | 0.0% | -0.6%
COc1ccc(C(=O)Nc2ccc3c(c2)OCCO3)cc1[N+](=O)[O-] | i | -1.5% | -12.3 | 4.5% | ? | -15.3% | -0.6% | -5.7% | 0.6%
CCN(CC)C(=O)c1cnn(-c2ccccc2)c1NC(=O)c1ccccc1F | i | 9.3% | 3.0 | 6.3% | 14.0% | -5.3% | 1.5% | -0.7% | 0.2%
Cn1c(SCC(=O)NCc2ccc(F)cc2)ncc(C(=O)Nc2ccccc2)c1=O | i | 3.3% | 30.0 | -38.2% | 27.4% | 7.1% | 4.4% | -8.1% | 2.6%
CCOC(=O)Cc1csc(NC(=S)NC(=O)C(C)(C)C)n1 | i | -0.4% | -6.9 | -0.7% | ? | -3.1% | 0.0% | -15.6% | -0.4%
O=C(CCN1C(=O)c2ccccc2C1=O)Nc1ccccc1C(F)(F)F | i | 0.4% | 18.3 | . | -5.8% | 2.4% | 20.5% | -2.0% | 0.1%
O=C(COC(=O)c1ccco1)c1ccccc1 | i | -10.1% | -11.8 | 2.3% | 3.0% | -20.3% | 2.2% | -9.6% | 10.2%
CC(C)=C(NC(=O)c1ccccc1)C(=O)N/N=C/c1ccc(O)cc1 | i | -0.4% | -23.9 | 19.3% | ? | -0.7% | 2.0% | 9.9% | 7.0%
CCOC(=O)C(=O)/C(C#N)=C/Nc1ccc(Cl)cc1 | i | 8.9% | 7.3 | 1.9% | . | 0.1% | 18.1% | 5.5% | 0.0%
COc1cc(NC(=S)Nc2ccccn2)cc(OC)c1 | ? | 0.1% | 18.8 | 4.3% | 10.9% | -0.1% | 0.0% | 4.3% | 26.5%
NS(=O)(=O)c1cc2c(cc1Cl)NC(CC1CCCC1)NS2(=O)=O (stereo unspecified) | i | -0.6% | -14.3 | 13.0% | -14.8% | -3.1% | 0.3% | 3.6% | -0.3%
CCCc1cc(=O)[nH]c2nnc(SC(C)CC)n12 (stereo unspecified) | . | . | . | . | . | -7.7% | 0.1% | 2.0% | 0.4%
CCC(=O)N1CCCC1(C)C(=O)Nc1cccc(Oc2ccccc2)c1 (stereo unspecified) | i | . | -24.0 | 6.7% | . | . | 3.8% | 17.0% | -0.9%
O=C(Cn1nc(Cl)nc1Cl)c1ccccc1 | i | 2.6% | -10.1 | -11.3% | 24.8% | -3.7% | 10.9% | 0.5% | -0.9%
COCCNc1nc(-c2cc3ccccc3o2)cs1 | i | -1.0% | -53.1* | 70.2%[activator] | ? | -0.1% | -1.0% | -20.1% | 2.6%
CCCCC(=O)NCCc1cc2c(OC)ccc(OC)c2[nH]c1=O | i | -11.4% | -19.9 | 2.0% | -8.0% | -0.7% | -7.6% | 7.2% | -0.4%
NS(=O)(=O)c1ccc(CCNC(=O)c2ccc(NS(=O)(=O)c3ccc4[nH]c(=O)[nH]c4c3)cc2)cc1 | i | 13.9% | -14.9 | 3.9% | 8.3% | 6.5% | -3.5% | -8.8% | 2.0%
Cc1ccc(C(=O)NCCOc2ccc(Cl)cc2)cc1 | i | 3.3% | -5.2 | 9.2% | ? | -1.7% | 0.0% | -7.7% | 2.9%
C[C@H](CO)N1C[C@H](C)[C@@H](CN(C)C(=O)NC2CCCCC2)Oc2ccc(NC(=O)Cn3cnnn3)cc2C1=O | i | -16.8% | 8.0 | 2.2% | -10.8% | -2.7% | -0.2% | -4.3% | -0.8%
Cc1ccc(Nc2nc(N)nc(CSC(=S)N3CCN(c4ccccc4)CC3)n2)cc1 | i | 6.1% | -5.5 | -6.0% | -35.1% | -2.3% | -15.0% | -32.7% | 2.6%
COc1ccc2cc(S(=O)(=O)N3CCCC3)ccc2c1 | i | -18.0% | -12.8 | 2.0% | 2.6% | 1.9% | 9.8% | -6.4% | 0.5%
CC(C)=CCc1c(O)ccc(C(=O)Cc2ccccc2)c1O | i | 20.6µM* | -0.2 | -5.6% | -13.2% | -18.1% | ? | -74.0% | 1.6%
CC(NS(=O)(=O)c1cc2c3c(c1)CCC(=O)N3CCC2)c1ccccc1 (stereo unspecified) | ? | 2.0% | 8.6 | 5.7% | -11.1% | -1.0% | 4.2% | -5.3% | -0.9%
Cn1cc(S(=O)(=O)NC(c2ccccc2)c2ccccc2)c(=O)n(C)c1=O | i | -0.2% | 1.6 | 0.5% | 2.8% | 3.5% | -15.1% | -1.6% | 0.0%
CCOc1ccc(S(=O)(=O)N2CCN(c3ccc(C)cc3C)CC2)cc1 | ? | -0.8% | 20.0 | -34.1% | -28.0% | 0.0% | -33.3% | -30.1% | 2.9%
CN(C)c1ccc(N=Nc2ccccc2C(=O)OCC(=O)N2CCCCCC2)cc1 | ? | ? | -26.0 | 49.5%[activator] | ? | ? | ? | -7.6% | 8.8%
COc1ccc(NC(=O)c2cc(-c3ccc(C)cc3O)n[nH]2)c(OC)c1 | i | ? | -2.2 | -25.7% | 4.4% | 2.8% | -2.9% | -35.1% | 15.2%
Fc1ccccc1Cn1c2[n+](c3ccc(C(F)(F)F)cc31)CCCCC2 | i | 6.1% | -6.6 | 4.2%[11.3 µM] | -7.9% | -5.6% | -1.2% | -7.2% | 0.1%
O=c1c(-c2ccccc2)c(O)cc(-c2ccncc2)n1-c1ccc(Cl)cc1 | i | -32.3%[inhibitor] | 0.7 | -31.2% | 11.1% | -2.4% | 0.0% | -22.8% | -0.6%
Oc1ccccc1C1=Nc2ncnn2C(c2ccc(F)cc2)C1 (stereo unspecified) | i | 8.7% | 14.3 | -2.5% | 2.1% | 4.8% | -0.6% | -8.3% | 12.2%
Cc1ccc(C(=O)NN2CCOCC2)cc1[N+](=O)[O-] | i | -25.4% | -8.0 | -1.3% | -9.0% | -4.3% | -5.9% | 0.8% | -0.3%
COCCN(Cc1cc2c(C)cc(C)cc2nc1Cl)C(=O)c1ccccc1F | i | ? | 5.0 | . | 18.4µM* | ? | ? | -7.0% | -0.8%
CN1CCN(NC(=O)c2ccc(F)cc2)CC1 | i | -3.0% | 6.2 | -5.4% | -9.5% | -1.8% | -7.9% | -51.8% | 0.4%
C[C@@H]1CN([C@@H](C)CO)C(=O)CCCn2nncc2CO[C@@H]1CN(C)C(=O)NC1CCCCC1 | i | . | 12.4 | 3.7% | . | . | -12.5% | -24.5% | -0.6%
O=C(Nc1ccon1)c1ccc(Br)s1 | i | -0.9% | -28.0 | 3.5% | -10.5% | 1.6% | -8.5% | 5.4% | 0.1%
COc1ccc(CN(CC(O)COCc2ccccc2)S(=O)(=O)c2ccccc2Br)cc1 (stereo unspecified) | i | ? | ? | -10.6% | -3.2% | 1.3% | ? | -8.2% | 2.5%
Cc1ccc2c(c1)c1c3n2CCN(CCC(=O)O)C3CCC1 (stereo unspecified) | i | -3.1% | 1.9 | -14.8% | 2.6% | 0.3% | 11.4% | -21.2% | 0.2%
Cn1c(SCc2cccc(Br)c2)nc2c1c(=O)[nH]c(=O)n2C | i | 1.3% | 28.4 | -1.1% | ? | 2.4% | 1.0% | -18.0% | -0.6%

2 compounds picked at random from those above:
Structure | ATXN viability | MCF10A rerep | IL-1B inflam inh | ATXN2 expr inh | Nrf2 inh | A549 viability | TGFb inhibitor | HepG2 tox | Nrf2 activator
COCCN(Cc1cc2c(C)cc(C)cc2nc1Cl)C(=O)c1ccccc1F | i | ? | 5.0 | . | 18.4µM* | ? | ? | -7.0% | -0.8%
CN(C)c1ccc(N=Nc2ccccc2C(=O)OCC(=O)N2CCCCCC2)cc1 | ? | ? | -26.0 | 49.5%[activator] | ? | ? | ? | -7.6% | 8.8%

(more compounds)
Structure | ATXN viability | MCF10A rerep | IL-1B inflam inh | ATXN2 expr inh | Nrf2 inh | A549 viability | TGFb inhibitor | HepG2 tox | Nrf2 activator
Cc1ccc(S(=O)(=O)NCC2CCC(C(=O)NCc3ccccn3)CC2)cc1 (stereo unspecified) | i | 0.6% | 11.0 | 0.0% | -1.6% | -0.5% | 8.3% | 12.3% | -0.5%
CC(=O)N[C@@H](CC(=O)O)C(=O)O | ? | -2.2% | -107.5* | -5.1% | ? | -8.6% | -10.5% | 4.4% | 0.0%
CSc1ccc(CN(C)CC(=O)Nc2ccccc2C(=O)NC2CC2)cc1 | i | 22.2% | -4.1 | -6.1% | ? | -14.1% | 0.3% | -16.0% | 3.6%
CN(CCc1ccccn1)C(=O)CCC1CCCN(C(=O)CN2CCCCCC2)C1 (stereo unspecified) | i | 11.6% | -0.6 | -2.2% | 2.1% | -3.1% | -1.7% | -6.5% | -0.5%
CC1SC(c2cccc(Cl)c2)NC1=O (stereo unspecified) | i | -0.7% | -16.0 | 0.2% | 1.3% | -1.5% | -0.5% | 1.1% | 0.2%
Cc1nnc(SCC(=O)c2ccc([N+](=O)[O-])cc2)s1 | i | 1.0% | 29.2 | 4.1% | ? | -7.9% | -17.9% | -23.0% | -0.2%
Cc1cc2cccc(C)c2nc1SCC(=O)NCC1CCCO1 (stereo unspecified) | i | 7.1% | -9.2 | -3.4% | -9.6% | 0.4% | ? | -19.4% | -0.5%
CCCCC1Cc2[nH][nH]c(=O)c2C(c2ccc(Cl)cc2)O1 (stereo unspecified) | i | . | -16.1 | 1.5% | . | . | . | . | 0.6%
O=C(OCCCN=C1NS(=O)(=O)c2ccccc21)c1ccccc1F | i | 0.2% | 24.3 | -6.9% | -4.4% | -4.7% | 0.0% | -1.0% | -0.5%
